# V1aR counter: V1a receptor agonism, counter-screen for OXTR agonists. hit rate 0.25% among 320,000. CHO-V1R cells, Fluo-8 calcium fluorescence, agonist mode; 0% DMSO, 100% 3 nM vasopressin. activation, % at 3 µM. P37288. AID 2797;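 active = activation above the mean activation of all tested compounds plus 3 SD, per screening run, cut at about 20% in these data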;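 also: signal is peak over basal fluorescence ratio across a 100 second FLIPR read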
# Target sequence (P37288 whole entry, looked up): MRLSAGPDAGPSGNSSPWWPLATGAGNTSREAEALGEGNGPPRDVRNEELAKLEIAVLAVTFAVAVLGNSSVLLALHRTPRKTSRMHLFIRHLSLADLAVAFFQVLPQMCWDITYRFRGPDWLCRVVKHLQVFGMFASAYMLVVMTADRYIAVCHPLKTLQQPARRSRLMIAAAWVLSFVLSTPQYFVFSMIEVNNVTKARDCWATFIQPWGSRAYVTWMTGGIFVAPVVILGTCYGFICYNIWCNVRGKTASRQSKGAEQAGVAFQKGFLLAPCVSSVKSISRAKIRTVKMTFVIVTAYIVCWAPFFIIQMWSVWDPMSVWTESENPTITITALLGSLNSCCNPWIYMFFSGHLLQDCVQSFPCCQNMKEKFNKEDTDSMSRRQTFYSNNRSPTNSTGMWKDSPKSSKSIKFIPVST
# CHRM1 agonist: agonists of human M1 muscarinic receptor | P11229 | CHO-K1 hM1, Fluo-8 calcium fluorescence, agonist mode; 0% DMSO, 100% acetylcholine EC100 | activation, % at 3 µM | hit rate 0.33% among 360,000;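 active = activation above the run's mean compound activation plus 3 SD, cut at about 16% in these data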;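 also: peak over basal fluorescence ratio within a 140 s kinetic read after compound addition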
# OXTR potentiator: potentiators of human oxytocin receptor. P30559. CHO-OTR cells, Fluo-8 calcium fluorescence, potentiator mode; 0% = oxytocin EC15, 100% = EC100. activation, % at 3 µM. hit rate 0.061% among 320,000;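 active = activation above that plate's cutoff, the mean activation of tested compounds plus 3 SD, cut at about 6.6% in these data, passing the limit was not always enough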;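 also: 100% uses oxytocin at 75 nM as the full agonist control; some results filed as inactive read as strong as hits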
#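 System: human OTR in CHO cells / Also added: sub-maximal oxytocin, roughly EC15 / Control set: EC15 oxytocin low, 75 nM oxytocin high / Schedule: 6 min compound pre-incubation at room temperature, 100 s kinetic read / Compound: single-point 3.0 µM / Replication: singlicate / Technique: Fluo-8 calcium dye fluorescence / Read-out basis: % activation of max/min ratio relative to oxytocin controls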
# CHO-K1 Ca antag: nonselective inhibitor or artifact in parental CHO-K1 cells; inhibition, % at 3 µM; ATP-induced calcium, Fluo-8 fluorescence; hit rate 0.6% among 360,000; AID 602250;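 active = inhibition above a per-plate cutoff, the plate's mean sample inhibition plus 3 SD, cut at about 24% in these data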;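 also: 0% = DMSO plus EC80 ATP and 100% = DMSO alone without ATP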
# CHO parental Ca: signal in parental CHO cells, OX1R antagonist counter-screen | AID 463079 | parental CHO-K1, ATP-induced calcium, Fluo-8 fluorescence | inhibition, % at 5.6 µM | hit rate 0.63% among 330,000;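 active = inhibition above that plate's mean sample inhibition plus 3 SD, cut at about 26% in these data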;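 also: 0% = ATP-challenged DMSO wells and 100% = DMSO wells without ATP; some compounds past the cut are filed as inactive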
#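 Measured by: calcium-sensitive Fluo-8 fluorescence / Test system: CHO parental line / Controls: ATP-challenged DMSO wells low, unchallenged DMSO wells high / Measure: % inhibition / Compound: single nominal dose of 5.6 µM per compound / Replicates: single well per compound, no replicates / Reagent: ATP as calcium-mobilizing challenge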
# TAAR1 antag: antagonists of human TAAR1. Q96RJ0. CHO RD-HGA16 TAAR1, Fluo-8 calcium fluorescence, antagonist. inhibition, % at 3 µM. hit rate 1.5% among 360,000. AID 624466;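 active = inhibition above a per-plate cutoff, the mean inhibition of test compounds on that plate plus 3 SD, cut at about 49% in these data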;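 also: 0% = DMSO plus EC80 beta-PEA response and 100% = DMSO alone without agonist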
# Target sequence (Q96RJ0 whole entry, looked up): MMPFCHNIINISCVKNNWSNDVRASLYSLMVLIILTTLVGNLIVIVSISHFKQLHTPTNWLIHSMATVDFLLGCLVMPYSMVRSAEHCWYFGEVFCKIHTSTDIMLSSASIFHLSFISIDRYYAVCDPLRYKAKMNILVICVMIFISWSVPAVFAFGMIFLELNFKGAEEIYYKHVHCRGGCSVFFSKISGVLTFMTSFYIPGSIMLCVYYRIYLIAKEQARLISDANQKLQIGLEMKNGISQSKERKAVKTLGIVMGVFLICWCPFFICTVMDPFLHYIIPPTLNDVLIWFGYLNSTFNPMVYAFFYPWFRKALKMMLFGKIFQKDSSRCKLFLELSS
#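 Assay system: CHO-derived RD-HGA16 cells stably expressing human TAAR1 plus Gα16. Timing: 140 s kinetic read after compound, 140 s after agonist. Technique: kinetic Fluo-8 calcium fluorescence measurement. Measure: % inhibition of agonist calcium response.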
# M1 PAM parental: counter-screen for M1 PAMs: effect in parental CHO-K1 cells. AID 602247. hit rate 0.02% among 360,000. ATP EC20, Fluo-8 calcium fluorescence; 0% at ATP EC20, 100% at ATP max. activation, % at 3 µM;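 active = activation above the run cutoff, the mean activation of all test compounds plus 3 SD, cut at about 40% in these data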;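 also: peak over basal fluorescence ratio in a 140 s read after ATP addition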
# M1 ag parental: nonselective activator or artifact in parental CHO-K1 cells; Fluo-8 calcium fluorescence; scaled to maximal ATP response, vehicle zero; activation, % at 3 µM; hit rate 0.48% among 360,000; AID 602248; in the data active = activation above about 15%;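 also: untransfected CHO-K1 host cells lacking M1 receptor as counterscreen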
# TAAR1 agonist: human TAAR1 agonism. Q96RJ0. CHO RD-HGA16 TAAR1, Fluo-8 calcium fluorescence; vehicle wells 0%, saturating PEA agonist 100%. activation, % at 3 µM. hit rate 0.99% among 360,000;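 active = activation above the mean activation of all test compounds in the run plus 3 SD, cut at about 38% in these data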
#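 Test system: RD-HGA16 (CHO) cells co-expressing Gα16 and hTAAR1 / Benchmarks: DMSO vehicle as 0%, PEA at EC100 as 100% / Repeats: no replicates (n 1) / Measure: % activation from peak over basal fluorescence ratio, DMSO-to-PEA scaled / Timing: 17-24 h plating, Fluo-8 75 min 37 °C, 30 min RT / Technique: kinetic Fluo-8 calcium fluorescence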
# Starred values were filed as active, the others as inactive; nt = not tested or not shown.
(1) O=C(COc1ccccc1F)Nc1ccccc1C(=O)NC1CC1
(2) COc1cccc(C2CC(=O)Nc3cc4c(cc32)CCC4)c1 (centres undefined)
(3) O=C(CCc1ccccc1)Nc1nnc(-c2cccs2)o1
(4) COCCCn1c(C(=O)Nc2ccc3c(c2)OCO3)cc2c(=O)n3ccccc3nc21
(5) COc1cccc(S(=O)(=O)NCc2ccc(C(=O)Nc3ccc(C)cc3)cc2)c1
(6) COc1cccc(-n2c(CN3CCN(c4cccc(C)c4)C(C)C3)nc3ccc([N+](=O)[O-])cc3c2=O)c1 (centres undefined)

screen / no.,1,2,3,4,5,6
V1aR counter,1.9,1.0,-0.2,0.9,3.4,-0.1
CHRM1 agonist,-2.6,-0.3,-7.6,-1.2,-2.4,-3.9
OXTR potentiator,-2.3,-28.0,-3.3,-3.8,-4.7,-4.2
CHO-K1 Ca antag,-9.2,5.4,3.5,-6.9,-1.1,1.1
CHO parental Ca,-6.9,0.9,0.1,0.7,-16.9,-18.6
TAAR1 antag,51.6*,-31.8,-4.9,-6.2,21.1,12.6
M1 PAM parental,3.3,-8.0,7.6,-8.2,4.0,17.3
M1 ag parental,2.2,2.4,0.2,0.5,2.7,1.5
TAAR1 agonist,6.8,6.5,1.6,2.3,8.2,0.7

(7) Cc1cc(C(=O)NC2CC(C)(C)Cc3c2cnn3-c2ccc(F)cc2)nn1C (centres undefined)
(8) O=C(NCCc1ccccn1)c1cccc(S(=O)(=O)N2CCc3ccccc32)c1
(9) COc1cccc(OC)c1OCCCCN1CCCCC1
(10) CC(=O)c1sc(N/N=C/c2cccc(O)c2)nc1C
(11) CCCn1nnnc1NCc1ccccc1OCc1ccc(F)cc1
(12) O/N=C1\CCc2cc(Cl)ccc21

screen / no.,7,8,9,10,11,12
V1aR counter,-0.3,0.8,1.2,-0.1,2.3,-0.4
CHRM1 agonist,-1.6,-7.0,-9.4,-2.2,-9.2,-3.9
OXTR potentiator,-2.7,-6.2,3.9,-5.3,-4.8,-9.6
CHO-K1 Ca antag,11.2,-12.6,8.2,2.0,-27.0,-6.3
CHO parental Ca,-12.5,-16.0,-9.9,-9.0,-0.8,11.8
TAAR1 antag,-40.0,-25.2,-9.7,-2.1,3.8,-22.2
M1 PAM parental,9.8,20.8,-12.5,9.3,-7.2,15.6
M1 ag parental,-0.1,12.3,-0.1,0.5,1.2,-0.1
TAAR1 agonist,-0.8,1.9,6.5,20.4,10.3,1.0

(13) COc1ccc(C(=O)COC(=O)c2ccc(NC(=O)c3ccccc3)cc2)cc1
(14) CC1CCC2C(C1)c1sc(=O)[nH]c1SC2(C)C (centres undefined)
(15) CCCC(=O)N1CCN(c2ccc(NC(=O)c3ccc(OCC)c([N+](=O)[O-])c3)cc2)CC1
(16) COc1cc(CN2CCC(C(=O)NC(c3ccc(F)cc3)c3ncccc3C)CC2)cc(OC)c1 (centres undefined)
(17) Cc1ccc(NS(=O)(=O)c2cccc(C(=O)NCC3(N(C)C)CCCCC3)c2)cc1
(18) CC(C)[C@H](NC(=O)C1CCN(S(=O)(=O)c2ccccc2)CC1)C(=O)NCc1ccccn1

screen / no.,13,14,15,16,17,18
V1aR counter,-0.4,-1.6,1.4,nt,0.2,0.1
CHRM1 agonist,-3.2,-6.5,-1.6,-4.2,-4.6,-4.2
OXTR potentiator,-1.2,1.6,-0.9,nt,-10.3,2.0
CHO-K1 Ca antag,4.8,-0.7,-1.6,-3.8,-9.7,-6.9
CHO parental Ca,-5.4,-25.4,-20.3,nt,-16.8,-11.6
TAAR1 antag,4.7,-22.8,9.8,-7.8,13.4,-21.0
M1 PAM parental,-4.8,13.3,9.7,5.1,8.6,14.2
M1 ag parental,0.7,0.3,1.6,0.5,0.7,6.8
TAAR1 agonist,9.6,0.3,2.9,0.6,1.5,2.4

# Some of the entries above, set out differently.
# Values run as follows: V1aR counter	CHRM1 agonist	OXTR potentiator	CHO-K1 Ca antag	CHO parental Ca	TAAR1 antag	M1 PAM parental	M1 ag parental	TAAR1 agonist
17) Cc1ccc(NS(=O)(=O)c2cccc(C(=O)NCC3(N(C)C)CCCCC3)c2)cc1
→ 0.2	-4.6	-10.3	-9.7	-16.8	13.4	8.6	0.7	1.5
18) CC(C)[C@H](NC(=O)C1CCN(S(=O)(=O)c2ccccc2)CC1)C(=O)NCc1ccccn1
→ 0.1	-4.2	2.0	-6.9	-11.6	-21.0	14.2	6.8	2.4

# An excerpt from above with just CHO-K1 Ca antag, TAAR1 agonist and CHRM1 agonist.
entry | Molecule | CHO-K1 Ca antag | TAAR1 agonist | CHRM1 agonist
13 | COc1ccc(C(=O)COC(=O)c2ccc(NC(=O)c3ccccc3)cc2)cc1 | 4.8 | 9.6 | -3.2
14 | CC1CCC2C(C1)c1sc(=O)[nH]c1SC2(C)C (centres undefined) | -0.7 | 0.3 | -6.5
15 | CCCC(=O)N1CCN(c2ccc(NC(=O)c3ccc(OCC)c([N+](=O)[O-])c3)cc2)CC1 | -1.6 | 2.9 | -1.6
16 | COc1cc(CN2CCC(C(=O)NC(c3ccc(F)cc3)c3ncccc3C)CC2)cc(OC)c1 (centres undefined) | -3.8 | 0.6 | -4.2
17 | Cc1ccc(NS(=O)(=O)c2cccc(C(=O)NCC3(N(C)C)CCCCC3)c2)cc1 | -9.7 | 1.5 | -4.6

# Next records.
(19) Cc1nc2ccc(Cl)cc2nc1C
(20) Cc1cc(C)n(C(C)CC(=O)Nc2ccc3c(c2)OCCO3)n1 (centres undefined)
(21) CCOC(=O)c1ccc(CNCc2ccccc2)cc1
(22) O=C1c2cccc(OCC(=O)N3N=C(c4cccs4)CC3c3ccc(F)cc3)c2CCN1Cc1cccnc1 (centres undefined)
(23) CN1CCN(C(=O)CN2C(=O)CC(C)(C)S(=O)(=O)c3ccccc32)CC1
(24) N=C1C=CC=C2C1=NC1(CCCCC1)N2O

screen / no.,19,20,21,22,23,24
V1aR counter,1.4,-0.2,0.4,0.9,0.5,-0.1
CHRM1 agonist,-3.7,-2.6,-11.5,-13.8,-3.6,-2.1
OXTR potentiator,-0.1,-5.6,1.5,-7.5,1.0,6.5
CHO-K1 Ca antag,-12.2,-8.1,3.7,-12.5,-24.6,-4.3
CHO parental Ca,3.2,-5.0,-7.9,-26.1,-4.0,-19.6
TAAR1 antag,-8.6,-11.0,4.1,-13.8,-20.4,7.5
M1 PAM parental,10.2,22.0,6.6,24.1,13.5,15.6
M1 ag parental,1.6,2.0,0.3,1.1,0.4,0.1
TAAR1 agonist,0.4,0.3,5.6,6.8,3.0,2.0

# Fetched by structure from the list above (two):
(2) COc1cccc(C2CC(=O)Nc3cc4c(cc32)CCC4)c1 (centres undefined)
(23) CN1CCN(C(=O)CN2C(=O)CC(C)(C)S(=O)(=O)c3ccccc32)CC1

screen / no.,2,23
V1aR counter,1.0,0.5
CHRM1 agonist,-0.3,-3.6
OXTR potentiator,-28.0,1.0
CHO-K1 Ca antag,5.4,-24.6
CHO parental Ca,0.9,-4.0
TAAR1 antag,-31.8,-20.4
M1 PAM parental,-8.0,13.5
M1 ag parental,2.4,0.4
TAAR1 agonist,6.5,3.0

# New compounds follow:
(25) O=C(COC(=O)c1c(F)cccc1F)Nc1ccccc1OC(F)F
(26) COc1ccc(C(=O)NC(=S)NCc2ccc(-c3nc4ccccc4o3)cc2)cc1OC
(27) O=S(=O)(NCCOc1ccccc1F)c1cccc(Br)c1
(28) CCCCC(=O)Nc1ccc(C(=O)NN2C(=O)c3ccccc3C2=O)cc1

screen / no.,25,26,27,28
V1aR counter,-0.7,0.0,0.0,0.3
CHRM1 agonist,-6.3,0.3,-2.9,-3.1
OXTR potentiator,-9.6,-2.6,-6.0,-3.8
CHO-K1 Ca antag,-0.1,-22.1,-0.4,-6.0
CHO parental Ca,-9.4,-18.6,-9.4,-6.9
TAAR1 antag,-7.6,0.3,1.3,5.6
M1 PAM parental,0.2,16.9,-12.3,-3.0
M1 ag parental,1.5,0.8,0.4,0.5
TAAR1 agonist,5.5,9.2,14.5,4.5

# Bioassay records as filed in PubChem BioAssay.
